Bioassay records as filed in PubChem.
Diaphorase act = compounds boosting diaphorase resazurin reduction – biochemical, uHTS, resorufin fluorescence, counter-screen for diaphorase-coupled primary assays, primary screen. activation factor at 20 µM. hit rate 0.005% among 190,000. Diaphorase/resazurin coupled assay, 16 min; stronger effect = higher value; 1 = vehicle wells, 0 = NADH-free wells;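 active = diaphorase activity raised at least twofold by the compound at 20 µM; inactive = activation factor below 2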
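test system = bacterial diaphorase enzyme (C. kluyveri) | quantity = enzyme 0.07 U/mL final | reagent = NADH substrate 0.114 mM plus resazurin dye 0.1 mM, final | incubation = 16 min enzyme reaction, ambient temperature | buffer or medium = HEPES pH 7.4 buffer with MgCl2 and Tween 20 | signal = fluorescence of resorufin, 544 nm excitation, 590 nm emission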
PPARg SRC-2 ag = agonists of PPARg-SRC-2 recruitment, primary screen, biochemical, HTS | PPARgamma LBD-SRC-2 recruitment | activation, % at 8 µM | hit rate 0.34% among 200,000 | AID 1032, 2008; in the data active = activation above about 22%;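 also: 0% = vehicle and 100% = reference agonist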
Target sequence (P37231 whole entry, looked up, the tested form may be a part): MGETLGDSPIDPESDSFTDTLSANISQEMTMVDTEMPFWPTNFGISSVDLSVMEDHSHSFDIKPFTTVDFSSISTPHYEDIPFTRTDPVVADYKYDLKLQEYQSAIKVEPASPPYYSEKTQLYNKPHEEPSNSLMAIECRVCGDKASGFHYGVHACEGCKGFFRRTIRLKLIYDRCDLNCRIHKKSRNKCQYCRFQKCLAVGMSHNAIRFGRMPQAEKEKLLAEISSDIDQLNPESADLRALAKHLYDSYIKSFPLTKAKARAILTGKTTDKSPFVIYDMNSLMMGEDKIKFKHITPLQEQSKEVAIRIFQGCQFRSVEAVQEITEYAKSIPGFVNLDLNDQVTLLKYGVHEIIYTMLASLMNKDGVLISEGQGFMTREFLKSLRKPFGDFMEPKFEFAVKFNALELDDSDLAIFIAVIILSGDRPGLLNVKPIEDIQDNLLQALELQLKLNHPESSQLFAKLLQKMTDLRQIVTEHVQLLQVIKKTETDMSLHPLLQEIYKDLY
SRC2 TRFRET art = TR-FRET signal artefacts, primary screen, artefact control for PPARgamma SRC-2 agonist project, biochemical. TR-FRET artefact counter-screen; stronger effect = higher value. AID 1049, 2008. hit rate 0.4% among 200,000. TR-FRET ratio at 8 µM; in the data active = TR-FRET ratio above about 2000; also: inactives centre near 1500
PPARg SRC-1 ag = PPARgamma agonists recruiting SRC-1 coactivator, primary screen, biochemical; Peroxisome proliferator-activated receptor gamma (Homo sapiens), P37231; PPARgamma-SRC-1 coactivator recruitment biochemical assay; activation, % at 8 µM; hit rate 0.41% among 200,000; in the data active = activation above about 19%;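 also: 0% = DMSO and 100% = reference agonist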
PMI activator = activators of human PMI, primary screen, biochemical, fluorescence intensity, near-Km mannose 6-phosphate; Mannose-6-phosphate isomerase (Homo sapiens), P34949; purified human PMI, coupled resazurin fluorescence, 20 min; stronger effect = higher value; 1 = vehicle control, 0 substrate-free wells; activation factor at 20 µM; hit rate 0.005% among 190,000;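 active = activation factor of 2 or more at 20 µM, relative to plate controls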
G6PDH counter = L. mesenteroides G6PDH inhibitors, counter-screen for G6PDH-coupled screening assays, biochemical, Leuconostoc mesenteroides enzyme. Purified L. mesenteroides G6PDH, diaphorase/resazurin coupled fluorescence, 45 min. inhibition, % at 5 µM. glucose-6-phosphate dehydrogenase [Leuconostoc mesenteroides]. hit rate 0.12% among 200,000; in the data active = inhibition above about 50%
S1P3 antagonist = S1P3 receptor antagonists, primary screen, cell-based. CHO S1P3 NFAT-BLA reporter, FRET fluorescence, antagonist mode. inhibition, % at 4.98 µM. hit rate 0.27% among 170,000. AID 485, 2006;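 active = inhibition above the plate cutoff, the mean inhibition of test wells on that plate plus 3 SD, cut at about 28% in these data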;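 also: cells challenged with S1P at its EC80 of 0.8 µM; blue over green emission ratio from cleaved BLA substrate after 4 h stimulation; 0% = S1P-stimulated wells and 100% = unstimulated DMSO-only wells; some compounds past the cut are filed as inactive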
ROMK primary = ROMK potassium channel modulators, primary screen, cell-based, thallium flux, MLSMR library; ATP-sensitive inward rectifier potassium channel 1 (Homo sapiens), P48048; Tet-inducible ROMK, thallium flux fluorescence; actives lie on both sides; B-score at 10 µM; hit rate 2% among 130,000;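 active = signal ratio slope over the read window, or its plate-corrected B-score, at least 3 SD from the plate mean, either direction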;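 also: B-score of the F/F0 ratio slope over 7 to 12 s after thallium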
Target sequence (P48048 whole entry, looked up): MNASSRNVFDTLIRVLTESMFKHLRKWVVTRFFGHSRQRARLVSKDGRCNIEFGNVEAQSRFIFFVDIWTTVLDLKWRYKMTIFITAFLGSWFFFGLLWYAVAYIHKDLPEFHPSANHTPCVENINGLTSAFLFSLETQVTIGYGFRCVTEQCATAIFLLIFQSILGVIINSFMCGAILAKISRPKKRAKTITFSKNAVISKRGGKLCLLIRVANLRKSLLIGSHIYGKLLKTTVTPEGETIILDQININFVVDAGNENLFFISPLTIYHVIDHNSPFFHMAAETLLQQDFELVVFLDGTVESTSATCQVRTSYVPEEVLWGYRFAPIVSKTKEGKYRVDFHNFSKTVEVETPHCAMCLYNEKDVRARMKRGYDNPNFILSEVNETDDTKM
PMI act satM6P = human PMI activators, high substrate, primary screen, biochemical, fluorescence intensity, near-saturating mannose 6-phosphate; hit rate 0.34% among 190,000; AID 1216, 2008; activation factor at 20 µM; coupled PMI enzyme assay, resazurin fluorescence, 20 min; stronger effect = higher value; 1 = untreated enzyme, 0 = substrate-free blank;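 active = activation factor of 2 or more at 20 µM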
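Test system: human PMI in coupled enzyme assay; Input: PMI at 15 ng/mL final; Medium: HEPES buffer, pH 7.4; Schedule: 20 min incubation at room temperature; Technique: resorufin fluorescence at Ex 544/Em 590 nm; Compound: 20 µM single dose; Probe or stimulus: Near-saturating mannose-6-phosphate, 1.0 mM.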
Diaphorase inh = diaphorase inhibitors and chemical oxidizers, primary screen, counter-screen for diaphorase-coupled primary assays, biochemical, uHTS, resorufin fluorescence; inhibition, % at 20 µM; diaphorase resazurin-to-resorufin fluorescence, NADH, 16 min; bacterial (C. kluyveri) enzyme, not human; hit rate 0.69% among 190,000;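 active = primary screen inhibition at 20 µM above a set limit, cut at about 50% in these data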;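 also: plate controls were DMSO with full reaction for no effect and wells lacking NADH for full effect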
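Benchmarks: positive control wells lacking NADH, neutral wells with DMSO only. System: bacterial diaphorase enzyme (C. kluyveri). Input: 0.14 U/mL diaphorase, enzyme working solution. Detection: resorufin fluorescence, excitation 544 nm, emission 590 nm. Times: 16-min room-temperature incubation before reading.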
PPARg SRC-3 ag = PPARgamma agonists recruiting SRC-3 coactivator, primary screen, biochemical | Peroxisome proliferator-activated receptor gamma (Homo sapiens), P37231 | activation, % at 8 µM | AID 731, 2007 | hit rate 0.26% among 200,000 | biochemical PPARgamma/SRC-3 coactivator recruitment assay; in the data active = activation above about 23%;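 also: 0% = DMSO and 100% = reference agonist; some compounds past the cut are filed as inactive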
* = called active by the depositor; x = not tested or not shown.

SMILES | Diaphorase act | PPARg SRC-2 ag | SRC2 TRFRET art | PPARg SRC-1 ag | PMI activator | G6PDH counter | S1P3 antagonist | ROMK primary | PMI act satM6P | Diaphorase inh | PPARg SRC-3 ag
COCCNC(=O)C(=O)N/N=C/c1cccs1 | 1 | 4 | 1325 | 2 | 1.1 | 4 | 6 | x | 1 | 4 | 3
CC(Sc1nc(-c2ccccc2)cc(C(F)(F)F)n1)C(=O)Nc1ccc2c(c1)OCO2 (centres undefined) | 1 | -6 | 1447 | 2 | 1 | -20 | -6 | -0.18 | 1 | 4 | -1
CCc1n[nH]c(=S)n1/N=C/c1cc(OC)cc([N+](=O)[O-])c1O | 0.7 | 7 | 1555 | -1 | 1.5 | 5 | -2 | 0.22 | 1.2 | 26 | -1
Cc1ccccc1NC(=S)NCc1ccc2[nH]c3c(c2c1)CCCC3 | 0.8 | -8 | 1496 | -1 | 0.8 | 26 | 7 | -1.3 | 0.8 | 21 | 1
O=C(Nn1c(-c2ccccc2)nc2ccccc2c1=O)c1ccc([N+](=O)[O-])cc1 | 0.9 | -3 | 1442 | -6 | 0.8 | 15 | 2 | 1.2 | 0.9 | 11 | 3
COc1ccc(-n2c(C)cc(C)c(C(C)=O)c2=S)cc1 | 0.9 | -2 | 1584 | 7 | 0.9 | 15 | -2 | -0.81 | 0.9 | 14 | 1
COc1ccccc1N1CCN(C(=O)c2ccc(CSc3ccccc3)cc2)CC1 | 0.9 | 9 | 1559 | 9 | 1 | -4 | -6 | x | 1 | 14 | 4
CC(=O)N1CCN(C(=O)COc2ccccc2C(=O)Nc2ccccc2)CC1 | 1 | 11 | 1723 | 14 | 1 | -2 | -12 | 0.92 | 1 | 2 | 7
CCOC(=O)N1CCN(C(=O)CCCn2nc(C)c3sc4ccccc4c3c2=O)CC1 | 1.1 | 11 | 1603 | 9 | 1 | 1 | 14 | x | 1 | -6 | 12
CC(=O)N(CCCN(C)C)CCC(C)CCC=C(C)C (centres undefined) | 0.9 | 1 | 1592 | 12 | 0.9 | -3 | -3 | -0.57 | 1 | 8 | -1
CC(C)N1C(=O)/C(=C\c2nc3ccccc3c(=O)[nH]2)c2ccccc21 | 0.4 | 0 | 1451 | -1 | 1.1 | -2 | -3 | -2.8 | 1 | 56* | 9
CC(CNC(=O)CCc1nnc(CCC2CCCCC2)o1)c1ccccc1 (centres undefined) | 0.9 | -1 | 1467 | 0 | 1 | 4 | -13 | -2.3 | 1.1 | 7 | -1
CSc1nnc(N(CCC#N)CCC#N)s1 | 0.8 | 0 | 1449 | -4 | 1 | 7 | x | 0.19 | 0.9 | 19 | 8
CCOC(=O)c1cccc(NC(=O)CN(c2ccc(OC)cc2)S(=O)(=O)c2c(C)noc2C)c1 | 0.7 | 2 | 1506 | 3 | 0.8 | 2 | -17 | x | 0.8 | 26 | 16
CC(C)CNC(=O)COC(=O)CCC(=O)c1cccs1 | 0.8 | 4 | 1473 | 11 | 0.9 | 26 | 2 | x | 0.9 | 20 | 2
COc1cc(O)sc1C=Nc1ccc(Cl)cc1Cl | 0.9 | -1 | 1533 | 1 | 1.1 | -2 | -29 | 0.12 | 1 | 10 | 2
O=C(Nc1ccccc1)c1ccccc1OCc1ccc(S(=O)(=O)N2CCOCC2)cc1 | 1.1 | 4 | 1446 | 13 | 1.2 | 4 | -15 | 1.5 | 1.1 | -14 | 3
Cc1ccc(C(=O)Oc2cccc(-n3cnnn3)c2)cc1 | 1 | 6 | 1747 | 9 | 1 | 10 | 0 | -0.57 | 1 | -1 | 8
CCn1nnc(NC(=O)CSc2ccc(Cl)cc2)n1 | 0.8 | 8 | 1587 | 0 | 1 | 4 | 14 | x | 1 | 24 | -3
COc1ccccc1NS(=O)(=O)c1cc(NC(=O)CNC(=O)c2cc(C)cc(C)c2)ccc1C | 0.9 | 3 | 1625 | -1 | 0.8 | 4 | 15 | -0.71 | 0.8 | 15 | -3
COCCCNC(=O)CCc1nnc(Cc2ccc(-c3ccccc3)cc2)o1 | 0.9 | 1 | 1448 | 2 | 1 | 6 | 0 | x | 1 | 8 | 2
O=C(CCS(=O)(=O)Cc1ccccc1)Nc1nc2c(s1)CCCC2 | 0.9 | 4 | 1570 | 2 | 0.9 | -5 | -7 | 0.21 | 0.9 | 15 | 2
COC(=O)c1c(NC(C)=O)sc(C(=O)Nc2ccccc2F)c1C | 1.1 | 0 | 1360 | -6 | 1 | 9 | 5 | -1.3 | 1 | -8 | 3
Cn1c2c(c(=O)n(C)c1=O)C(c1ccc(Cl)cc1)C(C#N)=C(N)O2 (centres undefined) | 0.9 | 8 | 1661 | 3 | 1 | 9 | -3 | 0.03 | 1.1 | 14 | 6
CCCCCCCCC(=O)N/N=C(\C)c1cccnc1 | 1 | 0 | 1669 | 2 | 1.5 | 7 | x | x | 2.3* | -4 | 2
Cc1cc(C)nc(SCC(=O)Nc2ccc(S(=O)(=O)NCCO)cc2)n1 | 0.9 | 0 | 1603 | 0 | 0.9 | -1 | x | x | 1 | 7 | 10
COc1ccc(OCc2nnc(SCC(=O)N3CCCc4ccccc43)n2-c2ccc(C)cc2)cc1 | 0.8 | -1 | 1538 | 3 | 0.9 | 1 | x | x | 0.9 | 24 | -9
OC(CCCN1CCCCC1)(c1ccccc1)c1ccccc1 | 0.9 | 6 | 1449 | 5 | 1 | 15 | -4 | x | 1 | 14 | 1
O=C(O/N=C1\CCCc2ccccc21)c1cccs1 | 0.8 | -9 | 1432 | 8 | 0.9 | 0 | -22 | -0.12 | 0.9 | 17 | 3
O=C(CSc1ncn[nH]1)Nc1ccc(OCc2ccccc2)cc1 | 0.9 | 5 | 1528 | 2 | 0.7 | 14 | -14 | -0.53 | 0.8 | 12 | -1

Reprinted at random: five entries already listed.
SMILES | Diaphorase act | PPARg SRC-2 ag | SRC2 TRFRET art | PPARg SRC-1 ag | PMI activator | G6PDH counter | S1P3 antagonist | ROMK primary | PMI act satM6P | Diaphorase inh | PPARg SRC-3 ag
Cn1c2c(c(=O)n(C)c1=O)C(c1ccc(Cl)cc1)C(C#N)=C(N)O2 (centres undefined) | 0.9 | 8 | 1661 | 3 | 1 | 9 | -3 | 0.03 | 1.1 | 14 | 6
OC(CCCN1CCCCC1)(c1ccccc1)c1ccccc1 | 0.9 | 6 | 1449 | 5 | 1 | 15 | -4 | x | 1 | 14 | 1
COC(=O)c1c(NC(C)=O)sc(C(=O)Nc2ccccc2F)c1C | 1.1 | 0 | 1360 | -6 | 1 | 9 | 5 | -1.3 | 1 | -8 | 3
CCCCCCCCC(=O)N/N=C(\C)c1cccnc1 | 1 | 0 | 1669 | 2 | 1.5 | 7 | x | x | 2.3* | -4 | 2
O=C(CCS(=O)(=O)Cc1ccccc1)Nc1nc2c(s1)CCCC2 | 0.9 | 4 | 1570 | 2 | 0.9 | -5 | -7 | 0.21 | 0.9 | 15 | 2

Remaining list, next part
SMILES | Diaphorase act | PPARg SRC-2 ag | SRC2 TRFRET art | PPARg SRC-1 ag | PMI activator | G6PDH counter | S1P3 antagonist | ROMK primary | PMI act satM6P | Diaphorase inh | PPARg SRC-3 ag
O=C(c1ccc(Br)o1)N1CCN(c2ncccn2)CC1 | 0.9 | 3 | 1388 | -1 | 1 | -2 | x | -0.48 | 1 | 10 | -8
CC1CCc2cc(F)ccc2N1C(=O)c1cc2nc(-c3ccco3)cc(C(F)(F)F)n2n1 (centres undefined) | 0.7 | -6 | 1535 | 10 | 1 | -4 | 2 | x | 1.1 | 26 | -1
CCOc1cc(NC(=O)c2ccco2)c(OCC)cc1NC(=O)COc1ccccc1C | x | 7 | 1622 | 3 | x | x | -34 | x | x | x | 1
COc1cc(NC(=O)c2ccccc2)c(OC)cc1NC(=O)Cc1cccs1 | 0.7 | 6 | 1535 | 0 | 1 | 22 | 2 | -0.012 | 0.7 | 27 | 0
COc1cccc(S(=O)(=O)NCC(=O)Nc2ccc(C(C)(C)C)cc2)c1 | 0.9 | 8 | 1665 | 0 | 1 | 13 | -5 | -0.53 | 1 | 11 | -2
NC1=NC(=O)/C(=C/c2ccccc2OS(=O)(=O)c2ccc3ccccc3c2)S1 | 1 | -8 | 1403 | -5 | 1 | -10 | -19 | x | 1.1 | 2 | 4
CCOC(=O)C1CCN(C(=O)c2cc3c(-c4ccc(OC)c(OC)c4)nn(C)c3s2)CC1 | 0.8 | -4 | 1594 | 3 | 0.9 | 5 | 37 | x | 0.9 | 21 | 3
CN(C)CCCN(C(=O)c1ccc2c(c1)CCCC2)c1nc2c(F)cccc2s1 | 1 | 2 | 1385 | 0 | 1.2 | -15 | -19 | x | 0.6 | -1 | -3
O=C1CCCC(=O)N1c1ccc(Oc2ccc(Cl)cc2)cc1 | 1 | -2 | 1600 | 2 | 0.9 | 9 | -4 | x | 1 | 4 | 3
Cc1[nH]n2c(=O)cc(C(C)C)nc2c1-c1ccccc1 | 0.9 | -4 | 1434 | -6 | 1 | -7 | -18 | x | 1 | 10 | 1
O=C(COc1ccc(Cl)cc1)N1CCCC1 | 1 | 8 | 1510 | 0 | 1.1 | 2 | x | x | 1.1 | 4 | 2
O=S(=O)(Nc1nc2ccccc2nc1Nc1ccc(N2CCOCC2)cc1)c1cc(Cl)ccc1Cl | 0.9 | 13 | 1668 | 1 | 1.1 | 6 | -28 | x | 1.1 | 9 | 0
CC(=O)NC1(C(F)(F)F)C(=O)Nc2c1c(=O)n(C)c(=O)n2C (centres undefined) | 1 | 4 | 1621 | 9 | 1 | 10 | x | 0.098 | 1 | -4 | 0
CCC(=O)Nc1c2c(nn1-c1ccc(F)cc1)CS(=O)C2 (centres undefined) | 0.8 | 11 | 1680 | 0 | 1 | -3 | -20 | x | 0.9 | 20 | 8
